Apoferritin bind: binds horse apoferritin like a general anesthetic; apoferritin/1-aminoanthracene competitive binding, fluorescence; AID 485281; 350,000 compounds, 0.074% hits; Potency, µM (doses to about 77.5 µM), for the others: top-dose activity change, negative = displacement, actives largely listed as inhibitors; P02791; further: potency means the concentration at half of the fitted maximal effect; on the % scale 0 is the no-effect control and ±100 the full control effect; nearly all actives have a fitted effect of over 20% in size
Target sequence (P02791 2-175 limits assumed): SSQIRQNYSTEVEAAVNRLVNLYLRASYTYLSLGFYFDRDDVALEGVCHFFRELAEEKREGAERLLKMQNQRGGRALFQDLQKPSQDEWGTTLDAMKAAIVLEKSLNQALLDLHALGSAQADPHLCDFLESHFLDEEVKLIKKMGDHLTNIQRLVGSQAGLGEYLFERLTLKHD
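Horse-spleen apoferritin (10 uM) was mixed with 50% saturated 1-aminoanthracene in PBS, exposed to compounds for 10 min at room temperature, and read for fluorescence (ex 380 nm, em 535 nm). Competitive displacement was fitted with a four-parameter Hill equation.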
LDHA block: LDHA (human) enzyme inhibition | activity change, % (values are at about 110 or 230 µM) | purified LDHA, NADH/diaphorase-resazurin fluorescence; hits give low values | 480,000 compounds, 0.15% hits | P00338 | AID 1347041; in the data active means activity change below about -30%; inconclusive means mostly about -25% to -30%;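 further: plate controls were DMSO wells for no effect and wells without enzyme for full effect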
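Resorufin fluorescence (ex540/em590), read at 0 and 20 min after diaphorase/resazurin addition, reports the NADH left after a 5 min room-temperature reaction of 2 nM human LDH5 with 0.06 mM NADH and 0.2 mM pyruvate.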
BLM helicase inh: inhibitors of human Bloom syndrome helicase BLM; 350,000 compounds, 0.2% hits; AID 2528; recombinant BLM DNA unwinding, fluorescence dequenching; Potency, µM (highest dose often 56.1 µM), inactives show at the highest dose activity change, negative = inhibition, hits mostly inhibitors;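 further: potency means the concentration at half of the fitted maximal effect; plate controls were vehicle for no effect and no enzyme for full effect; nearly all actives have a fitted effect of over 35% in size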
POLK inh: blocks human DNA polymerase kappa activity. purified Pol kappa, fluorescent DNA synthesis assay, 10 min. Potency, µM (titrated, usually from 107 µM), inactives show at the highest dose activity, negative = inhibition, hits mostly inhibitors. 400,000 compounds, 0.53% hits; further: potency means the concentration at half of the fitted maximal effect; on the % scale 0 is the no-effect control and ±100 the full control effect
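Kinetic fluorescence screen: compound preincubated 15 min RT with 10 nM enzyme; 50 nM substrate (final) initiates; reads at 0/10 min.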
APEX1 inh: blocks human APE1 abasic DNA cleavage; P27695; recombinant APE1, TAMRA/BHQ-2 abasic DNA cleavage fluorescence; Potency, µM (doses to about 65.8 µM), for inactives: at the highest dose activity change, negative = inhibition, most hits filed as inhibitors; 350,000 compounds, 0.35% hits; AID 2517;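 further: potency means the concentration at half of the fitted maximal effect; plate controls were vehicle for no effect and reference inhibitor for full effect; nearly all actives have a fitted effect of over 55% in size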
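Quantitative HTS: incision of a TAMRA/BHQ-2 double-stranded substrate bearing a tetrahydrofuran abasic site by 0.75 nM APE1 raises fluorescence. Substrate 50 nM final, added after 15 min compound preincubation at room temperature; progress as third-minus-first kinetic read difference.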
Pol eta inh: DNA polymerase eta (human) inhibition | Potency, µM (doses to about 114 µM), inactives show at the top dose activity change, negative = inhibition, actives largely listed as inhibitors | AID 588591 | recombinant Pol eta, fluorescent DNA replication assay | Q9Y253 | 390,000 compounds, 1.2% hits; further: potency means the concentration at half of the fitted maximal effect; on the % scale 0 is the no-effect control and ±100 the full control effect
Target sequence (Q9Y253 whole entry, looked up): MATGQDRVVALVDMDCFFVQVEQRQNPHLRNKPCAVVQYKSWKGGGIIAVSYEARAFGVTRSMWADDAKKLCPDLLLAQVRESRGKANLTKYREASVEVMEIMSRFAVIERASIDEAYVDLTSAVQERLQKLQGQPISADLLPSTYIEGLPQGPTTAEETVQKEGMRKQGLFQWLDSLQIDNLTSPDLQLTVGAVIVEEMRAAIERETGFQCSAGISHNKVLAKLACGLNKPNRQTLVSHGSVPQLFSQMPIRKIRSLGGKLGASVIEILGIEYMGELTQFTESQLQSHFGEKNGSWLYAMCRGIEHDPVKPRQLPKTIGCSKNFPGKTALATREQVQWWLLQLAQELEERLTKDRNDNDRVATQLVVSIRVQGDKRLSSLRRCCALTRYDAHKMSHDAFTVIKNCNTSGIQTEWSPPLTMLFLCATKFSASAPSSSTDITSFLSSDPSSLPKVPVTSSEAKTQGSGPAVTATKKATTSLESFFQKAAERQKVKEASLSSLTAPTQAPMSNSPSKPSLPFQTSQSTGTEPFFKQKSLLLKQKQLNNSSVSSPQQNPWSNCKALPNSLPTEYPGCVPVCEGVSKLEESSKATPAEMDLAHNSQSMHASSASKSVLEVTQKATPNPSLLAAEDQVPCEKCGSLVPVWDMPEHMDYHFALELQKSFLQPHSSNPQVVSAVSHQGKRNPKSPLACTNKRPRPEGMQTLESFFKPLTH
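Pol eta (10 nM) was preincubated with compounds for 15 min at room temperature, after which fluorescent replication substrate (50 nM final) was added to start the reaction. Fluorescence was read kinetically at 0 and 10 min.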
Pol beta inh: blocks human DNA polymerase beta activity | P06746 | Pol beta primer extension/strand displacement, fluorescence kinetic | Potency, µM (doses to about 114 µM), for the others: at the highest dose activity change, negative = inhibition, most hits filed as inhibitors | 340,000 compounds, 1.3% hits; further: potency means the concentration at half of the fitted maximal effect; on the % scale 0 is the no-effect control and ±100 the full control effect
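Values derive from four-parameter Hill fits of normalized kinetic data: reads at 0 and 10 min following addition of 50 nM substrate to 10 nM Pol beta preincubated 15 min with compound.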
Pol iota inh: inhibitors of human DNA polymerase iota. Q9UNA4. Pol iota fluorescent replication assay, 10 min. Potency, µM (titrated, usually from 115 µM), without a hit: top-dose activity, negative = inhibition, most hits filed as inhibitors. 390,000 compounds, 1% hits; further: potency means the concentration at half of the fitted maximal effect
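Pol iota at 10 nM preincubated 15 min with compounds at room temperature; reaction started with fluorescent substrate, 50 nM final. Fluorescence read kinetically at 0 and 10 min; buffer-only wells as negative control.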
Glioma ERSR ind: ER stress response induction in glioma. U87-MG GRP78 promoter luciferase reporter, 16 h. AID 602332. 420,000 compounds, 0.02% hits. Potency, µM, without a hit: at the top dose activation, hits mostly activators; further: potency means the concentration at half of the fitted maximal effect; series mostly up to about 76 µM; % of control where 0% means no effect; nearly all actives have a fitted effect of over 35% in size
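ERSR induction read as luciferase luminescence (Bright-Glo, 10 min at room temperature) in stably transfected human U87-MG glioma cells exposed to compounds for 16 h, using GRP78 as sensor.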
Starred values were filed as active, the others as inactive; ? = inconclusive; · = no result given; & = joins results of further samples; [ ] = remark or other dose. Unless noted, the call rests on the fitted dose curve; in most records, active means well fitted curve in the direction sought with a large enough effect; inconclusive means small, poorly fitted or top-dose-only effect, or another doubt; inactive means no such curve, though single readings can be large; an effect the other way counts as inactive or inconclusive. A portion of the library, so the mix of outcomes need not match the whole.

cpd	molecule	POLK inh	Pol iota inh	Pol eta inh	BLM helicase inh	LDHA block	APEX1 inh	Apoferritin bind	Glioma ERSR ind	Pol beta inh
1	Cc1cccc(C)c1NC(=O)COC(=O)c1cc(=O)[nH]c2ccccc12	-16.3%	-9.0%	3.8%	·	-9.4	17.4%	·	-1.7%	·
2	CCOc1ccccc1-n1c(SC(C)C(=O)NCC2CCCO2)nc2ccccc2c1=O (centres undefined)	-10.6%	-2.2%	-13.9%	·	-15.8	9.4%	·	-2.4%	·
3	CCN(CC)c1ccc(NC(=O)CCCN2C(=O)C(c3ccccc3)Oc3cccnc32)c(C)c1 (centres undefined)	0.4%	10.2%	12.8%	-6.5%	3.4	·	-9.0%	-1.9%	38.0%
4	CC1(c2ccccc2)NC(=O)N(CC(=O)Nc2cccc(/C=C/c3ccccn3)c2)C1=O (centres undefined)	-15.1%	-10.7%	0.6%	·	-0.1	-4.6%	·	3.6%	·
5	OCCC1CN(Cc2cccn2-c2cccnc2)CCN1C1CCCC1 (centres undefined)	-6.6%	9.4%	-6.4%	1.1%	-7.0	4.8%	0.6%	0.3%	2.7%
6	Cc1cc(-c2nnc(CCC(=O)NCc3cccc(C(F)(F)F)c3)o2)no1	-4.3%	0.5%	-4.0%	-1.8%	-0.3	-1.0%	-10.6%	3.5%	12.0%
7	CC1(C)CC(=O)c2cnc(NC(=O)Cc3ccc(Cl)cc3)nc2C1	-13.3%	-13.2%	?	-2.3%	-7.7	0.2%	0.6%	-4.3%	0.8%
8	Cc1ccc(NC(=O)CSc2nc3ccc(NC(=O)c4ccco4)cc3s2)c(C)c1	-6.7%	-16.9%	-15.7%	-19.0%	-5.9	·	-2.1%	1.1%	?
9	Nc1nc2n(n1)C1(CCCCC1)C1=C(CCCC1)N2	·	·	·	-0.4%	·	-3.6%	-13.6%	·	35.4%
10	CCOc1ccc(CCN2C(=S)N([C@@H](Cc3ccc(O)cc3)CN3CCCC3CN3C(=S)NC[C@@H]3Cc3ccc(O)cc3)C[C@@H]2CC(C)C)cc1 (some centres undefined)	-0.6%	10.2%	-16.8%	·	-3.0	·	·	0.5%	·
11	O=C(NCc1ccc(OC(F)(F)F)cc1)C1CC2Cn3c(nc4ccccc43)C2N1c1ccccc1 (centres undefined)	-4.0%	?	-2.5%	-5.6%	3.4	-5.1%	-14.9%	-3.0%	4.5%
12	CCCCN1CC(O)=C(c2nc(-c3ccc(Cl)cc3)cs2)C1=N	-1.8%	5.7%	?	-6.1%	-6.0	2.1%	-8.0%	-2.3%	?
13	COc1ccc(NC(=O)CN(C)C(=O)CN2C(=O)C3CCCCC3C2=O)cc1 (centres undefined)	-4.9%	29.9%	-15.9%	·	-4.6	-16.3%	·	0.8%	·
14	CCOc1ccccc1NC(=O)COc1ccc(S(=O)(=O)N2CCCC2)cc1	-7.8%	12.5%	-8.3%	-0.9%	-7.0	-13.8%	33.7%[activator]	-3.3%	4.5%
15	O=C(COC(=O)CCSc1ccc(Cl)cc1)NCc1ccc(Cl)cc1	-5.6%	34.3%[activator]	-14.3%	-1.0%	-3.6	3.6%	-10.4%	1.4%	13.3%
16	CS(=O)(=O)N(CC(=O)Nc1ccc(C(N)=O)cc1)C1CCCCC1	-2.4%	39.3%[activator]	0.5%	-3.3%	-5.5	7.7%	-9.3%	-0.6%	15.9%
17	CCCOC(=O)c1c(NC(=O)C(C)Sc2nc(-c3ccccc3)cc(C(F)(F)F)n2)sc(C(=O)N(C)C)c1C (centres undefined)	-8.2%	15.2%	-17.5%	-10.9%	-1.2	·	?	-1.8%	2.4%
18	O=C1CNC(=S)N1c1nc(-c2ccccc2)cs1	-5.8%	-26.4%	-10.1%	-2.3%	-13.6	4.9%	4.1%	-3.7%	2.2%
19	CC(=O)c1sc(NC(=O)CCCc2nc3ccccc3c(=O)[nH]2)nc1-c1ccccc1	4.6%	-20.2%	0.3%	·	-0.6	6.6%	·	-3.6%	·
20	CO/N=C(/C(=O)NC1C(=O)N2C(C(=O)O)=C(COC(N)=O)CSC12)c1ccco1 (centres undefined)	35.5µM*	·	·	-9.9%	·	?	2.1%	-6.6%	·
21	CCOC(=O)N1CCC(Nc2nc3ccccc3n3cnnc23)CC1	3.1%	23.0%	-18.0%	·	-1.9	·	·	-1.9%	·
22	COc1ccc(Cc2nc3ccccc3c(=O)n2N)cc1OC	3.3%	28.9%	11.8%	·	-9.4	·	·	-3.4%	·
23	COc1ccc(C(=O)Nc2ccnn2C2CCN(Cc3cn(C)nc3C)CC2)cc1	17.0%	8.8%	-11.1%	4.3%	-0.2	1.3%	-5.0%	-5.0%	-0.5%
24	COc1ccccc1C(=O)NNC(=O)c1nn(Cc2ccccc2)c(=O)c2ccccc12	0.1%	-4.4%	-16.9%	-6.4%	-9.3	-4.5%	?	-1.4%	-14.8%
25	COc1ccccc1NC(=O)c1ccccc1NC(=O)c1ccccc1C(=O)O	-9.1%	-30.3%	-1.6%	-1.1%	-8.8	53.1%[activator]	-13.0%	0.1%	3.2%
26	CN(c1ccccc1)S(=O)(=O)c1cc(C(=O)OCC(=O)N2CCN(C(=O)c3ccco3)CC2)ccc1Cl	-4.2%	99.5%[activator]	-17.1%	-5.3%	-4.2	1.6%	-18.2%	-4.9%	0.3%
27	COc1cc(CC(=O)O)ccc1O	2.5%[60.1 µM]	-5.6%[58.9 µM]	1.1%[57.1 µM]	-0.3%	-3.3	-2.6%&-1.9%&-5.4%	-9.6%	-4.4%&-0.9%&-4.1%	-6.8%[57.1 µM]
28	CCCCN(C)CCNC(=O)CN1C(=O)CSc2ccc(S(=O)(=O)N3CCOCC3)cc21	-0.2%	14.8%&20.3%	3.0%&-1.4%	0.1%&0.6%	-3.1&-0.8	-5.2%	-10.2%&-5.4%	-2.1%&-4.0%	11.6%&6.8%
29	Cc1ccc(CCNS(=O)(=O)c2cc3c(cc2Cl)NC(=O)CO3)cc1	4.6%	-24.9%	-2.7%	-3.5%	-1.1	-3.7%	-20.5%	-3.8%	32.5%
30	CCOC(=O)N1CCC(NC(=O)C2CCCN(c3nc4ccccc4o3)C2)CC1 (centres undefined)	-3.0%	-6.0%[58.9 µM]	-11.2%	-2.7%	-6.5	-2.6%	-6.1%	-3.6%	-11.2%
31	Cc1cccc(NC(=O)CNC(=O)COC(=O)C2CC2C)c1C (centres undefined)	-13.9%	-22.5%	-15.6%	·	-3.1	-2.4%	·	-2.4%	·
32	CN(C)S(=O)(=O)c1cccc(N2C(=O)CC3(CCCCC3)CC2=O)c1	-10.6%	-14.6%	-8.2%	1.9%	-8.9	-5.8%	-5.7%	-3.4%	0.6%
33	COc1ccc(C(=O)NC(=S)Nc2cccc3nc(C)ccc23)cc1OC	-24.7%	2.9%	-5.7%	-1.6%	-7.5	-1.0%	-13.4%	-3.1%	1.8%
34	CN(Cc1c(C(=O)N/N=C/c2c(F)cccc2Cl)nnn1-c1nonc1N)c1ccccc1	-10.6%	-18.4%	-11.9%	-10.8%	-2.7	-9.0%	5.0%	-6.1%	17.3%
35	OCC(Cc1ccccc1)Nc1c2ccccc2nc2ccccc12 (centres undefined)	-11.2%	-3.0%	-2.1%	63.1%[activator]	4.9	2.5%	80.3%[activator]	-7.4%	-14.8%
36	C=C(C)CC1N(c2cccc(OC)c2)C(=O)C2C(C(=O)O)C3C=CC21O3 (centres undefined)	-2.6%	-22.0%	-9.4%	0.2%	-1.4	-2.3%	0.1%	-3.7%	38.3%
37	Oc1ccc2c(c1)c1c3n2CCNC3CCC1 (centres undefined)	-7.3%	70.3%[activator]	-17.6%	4.7%	1.1	7.7%	-5.0%	-3.3%	28.9%
38	Cc1ccc(N2C(=O)CS(=O)C(c3ccccc3)C2=O)cc1C (centres undefined)	-2.1%	?	-14.0%	1.6%	6.2	-0.9%	-7.6%	0.8%	-17.8%
39	Cn1c(N)c(C(C[N+](=O)[O-])c2c(F)cccc2Cl)c(=O)n(C)c1=O (centres undefined)	-3.1%	24.2%	-4.5%	-0.1%	-1.1	-17.1%	4.5%	-6.9%	80.5%
40	Clc1ccc(Sc2ccccn2)cc1	-20.8%	-18.9%	-19.1%	-3.9%	-8.0	1.3%	-18.6%	1.4%	1.0%

Brought forward from above: 3 entries, followed by the next part.
cpd	molecule	POLK inh	Pol iota inh	Pol eta inh	BLM helicase inh	LDHA block	APEX1 inh	Apoferritin bind	Glioma ERSR ind	Pol beta inh
38	Cc1ccc(N2C(=O)CS(=O)C(c3ccccc3)C2=O)cc1C (centres undefined)	-2.1%	?	-14.0%	1.6%	6.2	-0.9%	-7.6%	0.8%	-17.8%
39	Cn1c(N)c(C(C[N+](=O)[O-])c2c(F)cccc2Cl)c(=O)n(C)c1=O (centres undefined)	-3.1%	24.2%	-4.5%	-0.1%	-1.1	-17.1%	4.5%	-6.9%	80.5%
40	Clc1ccc(Sc2ccccn2)cc1	-20.8%	-18.9%	-19.1%	-3.9%	-8.0	1.3%	-18.6%	1.4%	1.0%
41	CC1CCN(C(=O)C2CCC(=O)N(Cc3ccc(Cl)cc3)C2)CC1 (centres undefined)	3.4%	31.3%[activator]	1.8%	-1.5%	-2.1	19.1%	-7.2%	-0.2%	26.7%
42	Cc1cccc(C(=O)NCC(=O)NCC(c2cccs2)N2CCOCC2)c1 (centres undefined)	-14.1%	11.3%	-9.0%	·	-0.6	8.8%	·	-2.3%	·
43	COc1ccccc1NC(=O)CSc1nc2c(oc3ccccc32)c(=O)n1-c1ccccc1F	-8.0%	30.9%[activator]	-14.6%	-7.7%	-8.4	·	-6.6%	0.4%	-0.7%
44	O=C(O)C1CC1C(=O)Nc1cc(F)ccc1F (centres undefined)	10.5%	12.6%	-15.0%	-0.6%	-2.7	-2.3%	-2.5%	-3.5%	-2.1%
45	CCCCCN(C(=O)CCC(=O)OCc1ccccc1F)c1c(N)n(CCCC)c(=O)[nH]c1=O	-4.1%	28.6%	-4.6%	·	-11.7	8.9%	·	-5.0%	·
